# Compound activity: PubChem, The Scripps Research Institute Molecular Screening Center
# ADAM10 inh = inhibits human ADAM10 | actives 0.62% (n = 370,000) | inhibition, % at 7 µM | O14672 | AID 720582 | recombinant ADAM10, EDANS/DABCYL FRET peptide cleavage, 3 h;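 active means inhibition above a per-campaign cutoff equal to the mean of compounds falling between control-based bounds plus 3 SD, cut at about 20% in these data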;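 further: 0% = DMSO wells while the 100% control is not disclosed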
# PLCb3 inh = blocks human PLC-beta3 enzyme activity; Q01970; Purified PLC-beta3, fluorogenic substrate, fluorescence; AID 720704; inhibition, % at 12.2 µM; actives 0.18% (n = 370,000); in the data active means inhibition above about 11%;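 further: 0% = median of compound wells on plate and 100% = full blocker control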
# sPLA2-III inh = Inhibits HGIII-sPLA2 liposome hydrolysis, primary screen; Q9NZ20; QFRET BODIPY PC-A2 liposome hydrolysis, fluorescence; inhibition, % at 12.2 µM; actives 0.56% (n = 370,000); AID 743126;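 active means inhibition above mean plus 3 SD of compounds lying within the high and low control bounds, cut at about 19% in these data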;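 further: 0% = median of test compound wells and 100% = no enzyme DMSO wells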
# PLC-gamma1 inh = blocks human PLC-gamma1 enzyme activity; purified PLC-gamma1, fluorogenic substrate, fluorescence; inhibition, % at 12.2 µM; actives 0.84% (n = 370,000); P19174; in the data active means inhibition above about 9.5%
# Target sequence (P19174 whole entry, looked up): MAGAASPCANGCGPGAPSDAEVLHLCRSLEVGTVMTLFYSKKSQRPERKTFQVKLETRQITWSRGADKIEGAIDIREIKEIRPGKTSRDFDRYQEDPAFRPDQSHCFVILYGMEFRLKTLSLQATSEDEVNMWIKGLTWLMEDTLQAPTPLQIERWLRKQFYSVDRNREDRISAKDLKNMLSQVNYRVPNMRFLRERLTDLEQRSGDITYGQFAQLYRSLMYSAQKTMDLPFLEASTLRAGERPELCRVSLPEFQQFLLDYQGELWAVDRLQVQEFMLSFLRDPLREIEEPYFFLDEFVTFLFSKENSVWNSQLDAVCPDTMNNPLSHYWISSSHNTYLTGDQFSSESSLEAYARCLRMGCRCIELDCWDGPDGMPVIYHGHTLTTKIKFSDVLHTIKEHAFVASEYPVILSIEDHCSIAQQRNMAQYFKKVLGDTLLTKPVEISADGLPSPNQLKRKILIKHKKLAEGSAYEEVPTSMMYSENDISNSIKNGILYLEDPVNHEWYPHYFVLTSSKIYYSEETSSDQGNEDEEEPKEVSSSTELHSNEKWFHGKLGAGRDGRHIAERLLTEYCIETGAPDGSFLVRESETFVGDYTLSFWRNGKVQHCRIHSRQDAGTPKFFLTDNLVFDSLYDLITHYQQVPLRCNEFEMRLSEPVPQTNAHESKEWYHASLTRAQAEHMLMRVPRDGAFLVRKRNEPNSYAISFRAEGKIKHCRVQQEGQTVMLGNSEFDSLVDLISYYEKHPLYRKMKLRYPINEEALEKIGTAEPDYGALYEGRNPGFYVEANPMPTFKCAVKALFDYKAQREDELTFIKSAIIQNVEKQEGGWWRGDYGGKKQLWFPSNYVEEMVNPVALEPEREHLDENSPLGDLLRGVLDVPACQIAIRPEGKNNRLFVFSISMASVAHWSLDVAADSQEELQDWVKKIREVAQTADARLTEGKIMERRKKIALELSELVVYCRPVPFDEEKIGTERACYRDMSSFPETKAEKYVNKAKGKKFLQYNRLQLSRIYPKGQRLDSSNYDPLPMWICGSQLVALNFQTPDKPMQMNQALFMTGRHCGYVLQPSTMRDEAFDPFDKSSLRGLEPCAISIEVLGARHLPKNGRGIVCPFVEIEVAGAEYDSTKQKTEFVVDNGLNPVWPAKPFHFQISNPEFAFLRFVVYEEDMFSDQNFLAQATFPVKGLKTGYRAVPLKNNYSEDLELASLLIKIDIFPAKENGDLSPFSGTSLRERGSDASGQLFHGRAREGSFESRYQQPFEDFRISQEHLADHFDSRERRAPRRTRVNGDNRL
# ssDAF12 agonist = S. stercoralis DAF-12 activation, primary screen; AID 652126; activation, % at 6.8 µM; actives 1% (n = 370,000); HEK293 ssDAF-12/GRIP1 lit1-tk-luc reporter, luminescence; % of 3 µM dafachronic acid response;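 active means activation above the mean over all tested compounds plus 3 SD, cut at about 0.9% in these data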;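 further: 0% = DMSO-only wells and 100% = 3 µM delta7-dafachronic acid wells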
# FXN GAA850 act = increases GAA850 frataxin promoter reporter activity; HEK293 lucGAA850 FXN promoter luciferase reporter, 24 h; percent of 10 µM SAHA response; actives 0.56% (n = 360,000); activation, % at 6 µM;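 active means activation above the average of all compounds screened plus 3 SD, cutoff fixed separately per campaign, cut at about 7.5% in these data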;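 further: 0% = DMSO wells and 100% = 10 µM SAHA wells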
# ADAM17 inh = ADAM17 inhibition, QFRET primary screen. AID 720648. inhibition, % at 6.95 µM. recombinant ADAM17, EDANS/DABCYL FRET peptide cleavage. actives 0.83% (n = 370,000);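 active means inhibition above the mean of compounds lying between control limits plus 3 SD, set per campaign, cut at about 8.5% in these data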;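 further: 0% = DMSO-only wells as the low control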
# DAX1 inh-1 = inhibitors of human orphan nuclear receptor DAX1 (NR0B1) | P51843 | HEK293 Gal4-DAX1 luciferase reporter, luminescence | inhibition, % at 6.75 µM | actives 0.99% (n = 340,000) | AID 504766;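 active means inhibition above the mean over all tested compounds plus 3 SD, cut at about 4.2% in these data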;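 further: 0% = DAX1-transfected cells with DMSO and 100% = empty-vector control cells with DMSO; inhibition shows as a rise in luminescence from relieved DAX1 repression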
# hcDAF12 agonist = H. contortus DAF-12 activation, primary screen. HEK293 hcDAF-12 lit1-tk-luc reporter, luminescence; 0% DMSO, 100% Δ7-dafachronic acid. activation, % at 6.8 µM. actives 1.4% (n = 370,000). AID 652067;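 active means activation above the mean of all tested compounds plus 3 SD, cut at about 5.5% in these data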;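 further: 100% = response to 3 µM Δ7-dafachronic acid high control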
# DAX1 inh-2 = DAX1 (NR0B1) inhibition, primary screen; HEK293T StAR-luciferase reporter, SF-1/DAX-1 repression relief; inhibition, % at 6.8 µM; actives 1.1% (n = 370,000); AID 652010;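 active means inhibition above the mean over all tested compounds plus 3 SD, cut at about 3.6% in these data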;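 further: 0% = DAX-1 cells with DMSO and 100% = cells lacking DAX-1 with DMSO; higher inhibition means more luminescence from relief of DAX-1 repression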
# hgDAF-12 ag = agonists of H. glycines DAF-12 nuclear receptor; HEK293 GAL4-hgDAF12 UAS-luciferase reporter, agonist luminescence; normalized to butyrate control; actives 1.8% (n = 370,000); activation, % at 6.8 µM;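 active means activation above a cutoff set at the mean of all screened compounds plus 3 SD, cut at about 10% in these data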;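 further: 0% = DMSO wells and 100% = sodium butyrate wells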
# Numbers without * were called inactive; nt = no result given.
SMILES,ADAM10 inh,PLCb3 inh,sPLA2-III inh,PLC-gamma1 inh,ssDAF12 agonist,FXN GAA850 act,ADAM17 inh,DAX1 inh-1,hcDAF12 agonist,DAX1 inh-2,hgDAF-12 ag
CN(C)c1ccc(/C=N\NC(=O)c2cccc3cc[nH]c23)cc1,-11,-139,-5,-112,-0.7,-0.5,0,3.8,1.6,-0.5,9.5
O=C(CSc1nc(-c2ccncc2)nn1CC(=O)N1CCCCC1)NC1CCCC1,-6,-2,-2,-3,-1.8,2.1,-5,-0.6,-1.1,0.1,2.6
O=C(COc1ncnc2ccccc12)Nc1cccc([N+](=O)[O-])c1,5,6,-6,1,-0.3,1.3,0,-1.1,0.3,0.5,-1.3
C=CCSC1=N/C(=C\c2ccc(C(=O)O)cc2)C(=O)S1,5,4,11,4,-1.7,1.7,3,0.8,-0.6,-0.2,-2.1
CCc1c(SCCC(=O)O)nc2ccccc2c1C,-5,-11,0,-2,-0.7,1.3,-6,1.6,0.3,-0.6,-1.2
COCCn1c(N2CCN(c3ccc(OC)cc3)CC2)nc2c1c(=O)n(C)c(=O)n2C,5,1,7,-1,-1.8,-1.8,-4,0.2,-1.9,-1.6,-1.1
CS(=O)(=O)Nc1ccc(C(=O)NCC2CCCO2)cc1 (centres undefined),3,-1,2,2,-1.2,1.1,-1,-0.3,-1.9,-0.3,-1.2
Cc1nn(C)cc1C1C2=C(CC(C)(C)CC2=O)N(c2ccccc2)C2=C1C(=O)CC(C)(C)C2,-166,-73,-5,-57,-1.0,1.0,-53,1.0,-1.0,0.3,0.6
Cc1cccc(NC(=O)Cn2cnc3c(cnn3-c3ccc(F)cc3)c2=O)c1C,-5,2,-5,-1,-1.6,-0.5,-1,-1.1,-2.5,-1.1,-1.5
Cc1ccc(C)n1-c1ccc(C(=O)Nc2ccccc2F)cc1,3,-9,0,-2,-2.0,4.0,-2,0.1,-0.3,2.7,5.8
CCC(=O)Nc1ccc(-c2cc3ccccc3oc2=O)cc1,-37,-178,4,-139,-1.0,-1.5,-7,0.0,-1.1,1.1,3.7
CCCCC(=O)OCC(=O)c1ccc(OCC)cc1,-10,-1,6,1,-0.9,3.7,1,0.4,-1.4,-0.3,-0.4
Cc1cc(C)c(NC(=S)N(CCCN2CCN(C)CC2)Cc2cccs2)c(C)c1,-1,-2,3,0,-1.0,-2.2,-4,0.1,-1.7,1.3,-0.4
Cc1ccc(S(=O)(=O)NCC(=O)N(CC(=O)NCC2CCCO2)CC2CCCO2)cc1 (centres undefined),-6,-2,3,-1,-2.0,2.1,-5,-0.9,-1.8,-0.8,-0.5
COc1ccc(N2CCN(c3nc(NC(C)(C)C)nc(N4CCCCC4)n3)CC2)cc1,5,4,2,1,-1.4,0.8,1,0.5,-0.2,0.1,0.6
CC(C)OC(=O)Cn1nc(C(F)(F)F)c2c1CCCC2,-3,0,-1,-1,-0.8,-0.7,-5,-1.4,-0.7,-0.1,-1.7
C[C@@H](C(=O)NCCc1c[nH]c2ccccc12)[C@@H]1C[C@@]1(C)[C@@H](NC(=O)OCc1ccccc1)c1ccccc1,16,-2,-67,-2,-1.0,-1.1,6,2.3,1.3,-0.2,0.3
O=C(Nc1cccc(S(=O)(=O)N2CCCCC2)c1)Nc1ccc(Cl)cc1Cl,12,3,-4,8,-1.6,0.3,4,0.1,-1.0,-0.1,1.7
Cc1cccc(/C=N/N(CCO)C2=NS(=O)(=O)c3ccccc32)c1,-5,-29,-11,-25,-1.1,0.3,-1,0.0,-1.1,-0.8,-2.8
O=C(O)C1C2C=CC(C2)C1C(=O)NC1CCS(=O)(=O)C1 (centres undefined),2,1,8,3,-1.0,4.1,2,-0.8,-0.8,0.1,-0.3
CSc1ncc(-c2ccc(Cl)cc2)[nH]1,1,0,-6,2,-0.5,6.1,0,2.5,1.6,0.8,8.1
O=S(=O)(c1cc(Cl)ccc1Cl)N1CCCCC1,2,4,1,0,-0.8,1.9,-1,-0.8,-1.4,0.2,-1.6
C/C(=N\NC(=O)COc1ccccc1)c1cccs1,10,4,-1,4,-1.2,6.4,-1,-0.2,1.7,0.3,2.0
Cc1ccc(S(=O)(=O)NC(=O)NC(C)Cc2ccccc2)cc1 (centres undefined),-2,1,-3,0,-1.3,-0.4,2,-0.5,3.9,0.1,0.4
O=C(NCc1ccco1)c1cc(S(=O)(=O)N2CCOCC2)c(Cl)cc1Cl,4,-2,2,3,-1.3,-0.6,1,-1.6,-1.6,-1.1,0.3
Cc1ccccc1-n1c(C)cc(/C=N/NC(=O)c2ccncc2)c1C,3,-9,2,-6,0.1,0.9,-3,1.1,-0.9,-1.2,0.2
C/C(N)=C(/C#N)C(=O)COC(=O)c1ccccc1Oc1ccccc1,-1,-7,-15,-2,-2.0,1.1,-3,-1.0,-1.8,0.1,6.4
CCOc1cc(C#N)c(NC(=O)CSc2nnnn2-c2ccc(OC)cc2)cc1OCC,-6,3,-1,1,-1.6,-3.4,-2,-0.2,-2.7,-0.3,-1.1
COC(=O)[C@]12CCCCC=C1N(Cc1ccccc1)C(=O)[C@H](CC(=O)NCc1cccc(C(F)(F)F)c1)C2,5,0,-4,0,-1.5,nt,2,nt,-0.7,1.5,0.1
COC(=O)c1ccc(C2C(C(=O)c3ccco3)=C(O)C(=O)N2CC2CCCO2)cc1 (centres undefined),0,-3,-3,-1,-0.7,-0.7,1,0.2,-1.4,0.3,0.0
O=C(CNC(=O)C12CC3CC(CC(C3)C1)C2)NCc1ccccc1,-11,0,7,9,-1.5,1.2,0,-0.8,-0.5,-0.7,-1.6
N#Cc1cc(-c2ccccc2)nnc1Oc1ccccc1,3,-2,5,13*,-1.1,-0.8,-6,-0.9,-2.2,-0.6,-2.4
CCCN(CC(=O)Nc1ccccc1C)C(=O)c1ccc2c(c1)OCO2,-7,-4,6,2,-1.6,0.9,-3,0.6,-1.6,-1.8,0.3
Cc1cc(C(=O)N2CCC2(C)C(=O)NS(=O)(=O)c2ccc(Cl)cc2)nn1C (centres undefined),-2,4,14,4,-0.9,1.6,4,nt,-2.1,-0.2,2.8
COCCn1nnnc1C(c1ccccc1)N1CCN(C(=O)c2ccco2)CC1 (centres undefined),1,3,2,1,-0.7,-0.2,-1,-1.5,-0.2,0.1,-0.7
O=C(N[C@H]1CC[C@@H](CCNS(=O)(=O)c2ccccc2Cl)O[C@@H]1CO)c1ccccc1,-3,2,1,3,-1.0,nt,-1,nt,-0.2,0.9,-1.3
COCCN(C(=O)C1CC(=O)N(Cc2ccccc2)C1)c1nc(-c2ccc([N+](=O)[O-])cc2)cs1 (centres undefined),15,-13,-13,-2,-1.6,0.5,5,0.0,-1.8,-3.0,-3.3
COC(=O)C1=C(C)N(Cc2ccccc2C(F)(F)F)C(=NCC2CC2)NC1c1ccc(F)cc1 (centres undefined),-11,3,-3,0,-1.0,nt,-5,nt,-0.1,-0.7,3.5
CCn1c(CSc2n[nH]c(N)n2)nc2cc(C(=O)O)ccc21,-12,-18,5,-10,-1.0,-0.6,-4,-0.9,-1.9,0.2,-3.7
COc1ccccc1OCC(=O)Nc1cc(Cl)ccc1N1CCCCC1,-3,-8,0,0,-0.8,2.6,-1,0.6,0.8,1.5,-0.1
CCCC(=O)N1CCC1(C)C(=O)Nc1ncc(C(=O)OC)s1 (centres undefined),-10,2,2,-3,-1.0,0.1,-3,nt,-1.4,0.0,-1.6
COc1ccccc1N1CCN(CCCOc2ccc(F)cc2)CC1,3,0,4,3,-1.3,-2.9,-4,-0.9,-0.2,-0.4,-0.7
CN(CC(=O)N1CCCC1)S(=O)(=O)c1ccc(Cl)cc1,-2,-3,2,1,-1.2,-1.6,-2,-0.8,0.2,-0.8,-0.3
CC(C)(C)C(=O)C(Cc1ccccc1)n1cncn1 (centres undefined),-1,1,0,0,-1.5,0.3,-3,0.0,-3.1,-0.3,-3.5
CN(Cc1ccccc1)C(=O)Cn1nc(C(F)(F)F)c2c1CCC2,3,2,0,4,-0.9,-0.1,1,-1.4,-1.2,0.5,-1.1
S=C(NCC1CC1)N/N=C/c1ccccc1Cl,-3,-6,6,1,-1.9,0.9,-3,-0.5,-2.6,-0.6,-1.5
CCOC(=O)c1cc2sccc2n1CC(=O)c1ccc2c(c1)OCCO2,2,1,-3,0,-1.6,1.3,3,-1.9,3.1,-0.7,-3.1
CCC(C(=O)Nc1ccc2c(c1)OCCO2)n1nnc2ccccc2c1=O (centres undefined),6,-7,2,2,-0.5,2.9,-1,0.6,4.6,0.4,10.0
CC(=O)NC1C(=O)N(C)c2ccc(Br)cc21 (centres undefined),-1,-1,5,-3,-1.2,-1.9,-5,1.7,-0.8,0.2,-0.2
CC1(c2ccccc2)NC(=O)N(CC(=O)N2CCN(S(=O)(=O)c3ccccc3[N+](=O)[O-])CC2)C1=O (centres undefined),-6,-1,-5,0,-0.3,0.1,0,1.6,-1.6,-0.4,-3.6
CCOC(=O)c1c(C)[nH]c(C)c1C(=O)COC(=O)c1cc(OC)cc(OC)c1,6,-1,-25,0,-1.4,-2.1,2,-0.5,-0.9,-0.2,-2.1
NC(=O)CNC(=O)C1CCN(S(=O)(=O)c2ccc(-n3cnnn3)cc2)CC1,13,0,6,1,-1.4,0.5,-2,-0.1,-0.8,0.1,3.1
Oc1cc2ccccc2cc1-c1nnc2n1-c1ccccc1SC2,-13,-37,-7,-32,-1.7,-1.7,-8,-0.5,-1.8,0.0,-2.3
Nc1ccc(C(=O)O)cc1[N+](=O)[O-],-1,-7,5,0,-1.3,2.0,-6,-1.1,-0.6,-0.3,-1.3
C/C(=N\NC(=O)CCCCCNC(=O)c1ccccc1)c1ccccc1O,-5,1,7,2,-0.5,0.7,-2,0.4,0.7,-0.3,1.1
CC1CCN(Cc2nnnn2CCCC(=O)N(C)C2CCOC2)CC1 (centres undefined),-15,1,8,1,-1.4,0.6,-1,0.0,-0.7,1.2,1.8
CCOc1ccc(CC(=O)N2CCN=C2SC)cc1,2,-1,-1,1,-1.7,0.3,1,0.1,-1.2,0.1,0.2
CC(=O)Nc1cc(-c2cccc(C(=O)NCCO)c2)cn2c(-c3ccc(F)c(Cl)c3)cnc12,-79,-90,-8,-64,-0.6,-9.1,-14,nt,-2.6,-2.3,-3.5
CC(=O)NCCOC(=O)c1nn(Cc2ccccc2)c(=O)c2ccccc12,-4,-8,0,0,-0.7,0.4,-2,-1.3,1.1,0.2,0.1
CCCCCCCCN1[C@@H](CC(=O)OCC)c2cc(F)ccc2S1(=O)=O,15,-3,-6,-1,-1.5,-0.6,-1,-1.3,-1.5,-0.8,-1.4
Cc1cc(-c2cccc([N+](=O)[O-])c2)nc2ccc3ccccc3c12,-5,5,-2,-1,-0.7,-2.1,0,0.3,2.9,0.3,1.9
